# ADAM10 inh: inhibits human ADAM10. actives 0.62% (n = 370,000). recombinant ADAM10, EDANS/DABCYL FRET peptide cleavage, 3 h. inhibition, % at 7 µM. O14672. AID 720582;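 active means inhibition above a per-campaign cutoff equal to the mean of compounds falling between control-based bounds plus 3 SD, cut at about 20% in these data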;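 further: 0% = DMSO wells while the 100% control is not disclosed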
# ADAM17 inh: ADAM17 inhibition, QFRET primary screen; inhibition, % at 6.95 µM; recombinant ADAM17, EDANS/DABCYL FRET peptide cleavage; actives 0.83% (n = 370,000);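 active means inhibition above the mean of compounds lying between control limits plus 3 SD, set per campaign, cut at about 8.5% in these data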;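 further: 0% = DMSO-only wells as the low control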
# SMARCA2 activ: increases SMARCA2 function in MMTV reporter cells. MG213 cells, MMTV-luciferase reporter, dexamethasone, overnight. activation, % at 9.1 µM. actives 1% (n = 370,000). AID 652017; in the data active means activation above about 7.8%;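 further: 0% = vehicle wells and 100% = reference activator wells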
# PG9 Ab binder: PG9 antibody binding by small molecule. actives 0.43% (n = 360,000). AID 624416. TR-FRET gp120-PG9 antibody binding. inhibition, % at 6.7 µM; in the data active means inhibition above about 8.5%
# DAX1 inh-1: blocks DAX1 repression of SF-1 activated StAR promoter; HEK293T StAR-luciferase reporter, SF-1/DAX-1 repression relief; inhibition, % at 6.8 µM; actives 1.1% (n = 370,000); AID 652010;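 active means inhibition above the mean over all tested compounds plus 3 SD, cut at about 3.6% in these data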;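 further: 0% = DAX-1 cells with DMSO and 100% = cells lacking DAX-1 with DMSO; higher inhibition means more luminescence from relief of DAX-1 repression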
# hgDAF-12 ag: hgDAF-12 agonism, primary luciferase screen; HEK293 GAL4-hgDAF12 UAS-luciferase reporter, agonist luminescence; normalized to butyrate control; activation, % at 6.8 µM; actives 1.8% (n = 370,000); AID 687014;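 active means activation above a cutoff set at the mean of all screened compounds plus 3 SD, cut at about 10% in these data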;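 further: 0% = DMSO wells and 100% = sodium butyrate wells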
# GC-A act: GC-A (human) enzyme activation. P16066. HEK293 GC-A cells, cGMP TR-FRET, EC30 ANP; 0% at EC30 ANP, 100% saturating ANP. activation, % at 10 µM. actives 0.14% (n = 370,000). AID 1671463; in the data active means activation above about 40%
# Target sequence (P16066 whole entry, looked up): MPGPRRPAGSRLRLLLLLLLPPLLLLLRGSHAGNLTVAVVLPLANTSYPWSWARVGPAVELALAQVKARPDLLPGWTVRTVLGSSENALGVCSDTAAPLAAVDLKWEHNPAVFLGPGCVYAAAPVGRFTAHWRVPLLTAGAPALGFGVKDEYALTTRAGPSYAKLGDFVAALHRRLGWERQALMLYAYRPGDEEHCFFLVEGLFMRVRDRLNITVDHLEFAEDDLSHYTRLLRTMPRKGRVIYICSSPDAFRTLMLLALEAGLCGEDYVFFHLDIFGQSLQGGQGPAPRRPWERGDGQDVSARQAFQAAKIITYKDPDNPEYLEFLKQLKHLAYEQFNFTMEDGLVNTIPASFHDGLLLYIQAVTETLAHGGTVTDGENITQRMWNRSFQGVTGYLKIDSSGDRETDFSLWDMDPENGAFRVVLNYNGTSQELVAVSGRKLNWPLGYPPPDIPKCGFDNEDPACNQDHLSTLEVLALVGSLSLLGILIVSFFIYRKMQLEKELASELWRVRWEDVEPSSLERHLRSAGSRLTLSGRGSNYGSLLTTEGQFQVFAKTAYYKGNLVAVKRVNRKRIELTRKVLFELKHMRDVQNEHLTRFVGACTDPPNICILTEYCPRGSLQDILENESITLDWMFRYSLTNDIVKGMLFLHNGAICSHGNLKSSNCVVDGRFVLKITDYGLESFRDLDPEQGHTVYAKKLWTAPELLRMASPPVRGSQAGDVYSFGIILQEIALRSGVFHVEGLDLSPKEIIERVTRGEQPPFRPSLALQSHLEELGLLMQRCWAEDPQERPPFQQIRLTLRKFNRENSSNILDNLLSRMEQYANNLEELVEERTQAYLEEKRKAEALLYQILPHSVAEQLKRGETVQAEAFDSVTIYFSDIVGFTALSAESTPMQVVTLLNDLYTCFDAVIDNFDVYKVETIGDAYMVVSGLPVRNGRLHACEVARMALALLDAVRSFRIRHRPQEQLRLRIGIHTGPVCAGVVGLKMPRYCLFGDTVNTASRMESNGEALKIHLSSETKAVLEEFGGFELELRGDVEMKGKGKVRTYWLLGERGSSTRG
# hcDAF-12 act: H. contortus DAF-12 activation, primary screen. HEK293 hcDAF-12 lit1-tk-luc reporter, luminescence; 0% DMSO, 100% Δ7-dafachronic acid. activation, % at 6.8 µM. actives 1.4% (n = 370,000). AID 652067;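 active means activation above the mean of all tested compounds plus 3 SD, cut at about 5.5% in these data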;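 further: 100% = response to 3 µM Δ7-dafachronic acid high control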
# ssDAF-12 act: activates DAF-12 receptor from parasite S. stercoralis; HEK293 ssDAF-12/GRIP1 lit1-tk-luc reporter, luminescence; % of 3 µM dafachronic acid response; activation, % at 6.8 µM; actives 1% (n = 370,000); AID 652126;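 active means activation above the mean over all tested compounds plus 3 SD, cut at about 0.9% in these data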;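 further: 0% = DMSO-only wells and 100% = 3 µM delta7-dafachronic acid wells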
# DAX1 inh-2: NR0B1 (DAX1) inhibition. P51843. HEK293 Gal4-DAX1 luciferase reporter, luminescence. inhibition, % at 6.75 µM. actives 0.99% (n = 340,000). AID 504766;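 active means inhibition above the mean over all tested compounds plus 3 SD, cut at about 4.2% in these data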;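 further: 0% = DAX1-transfected cells with DMSO and 100% = empty-vector control cells with DMSO; inhibition shows as a rise in luminescence from relieved DAX1 repression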
# FXN GAA850 act: frataxin GAA850 promoter activation | HEK293 lucGAA850 FXN promoter luciferase reporter, 24 h; percent of 10 µM SAHA response | AID 540364 | actives 0.56% (n = 360,000) | activation, % at 6 µM;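 active means activation above the average of all compounds screened plus 3 SD, cutoff fixed separately per campaign, cut at about 7.5% in these data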;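 further: 0% = DMSO wells and 100% = 10 µM SAHA wells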
# * marks the source's active call; other numbers are inactive results; i = inactive; · = no result given.
# Start of the data: the first four records as a preview:
No.	mol	ADAM10 inh	ADAM17 inh	SMARCA2 activ	PG9 Ab binder	DAX1 inh-1	hgDAF-12 ag
1	Cc1ccc(C(=O)COC(=O)CNC(=O)Cc2ccccc2)cc1	-14	-1	-3	-2.4	-1.5	2.0
2	CC(=O)Nc1ccc(C(=O)OCC(=O)Nc2ccccc2Sc2ccccc2)cc1	10	8	0	-1.3	-0.1	0.0
3	CCCCC(=O)Nc1cc(C)c2c(=O)oc3ccccc3c2n1	-7	-3	0	-1.8	-0.1	3.7
4	CC1(C)CC(=O)C(C=NC(CCC(N)=O)C(=O)O)=C(O)C1 (stereo not given)	8	-3	-2	-0.9	-0.1	-0.7

No.	GC-A act	hcDAF-12 act	ssDAF-12 act	DAX1 inh-2	FXN GAA850 act
1	2	0.7	-1.4	1.3	-1.1
2	3	-2.0	-1.4	-0.8	-2.7
3	·	1.4	-0.8	0.4	0.4
4	2	-1.5	-1.0	0.7	-0.7

# Results, previewed entries included:
No.	mol	ADAM10 inh	ADAM17 inh	SMARCA2 activ	PG9 Ab binder	DAX1 inh-1	hgDAF-12 ag
1	Cc1ccc(C(=O)COC(=O)CNC(=O)Cc2ccccc2)cc1	-14	-1	-3	-2.4	-1.5	2.0
2	CC(=O)Nc1ccc(C(=O)OCC(=O)Nc2ccccc2Sc2ccccc2)cc1	10	8	0	-1.3	-0.1	0.0
3	CCCCC(=O)Nc1cc(C)c2c(=O)oc3ccccc3c2n1	-7	-3	0	-1.8	-0.1	3.7
4	CC1(C)CC(=O)C(C=NC(CCC(N)=O)C(=O)O)=C(O)C1 (stereo not given)	8	-3	-2	-0.9	-0.1	-0.7
5	Cc1c(N=C2SCC(=O)N2/N=C\c2ccc(Br)cc2)c(=O)n(-c2ccccc2)n1C	2	2	-3	-1.9	-0.8	1.8
6	O=C(O)CCCn1cc(NC(=O)c2c(F)cccc2F)cn1	1	-6	-1	-1.0	0.4	-0.3
7	Cc1cc(C)nc(SCC(=O)N/N=C/c2cccnc2)n1	-14	-2	0	-1.4	0.6	-0.4
8	COc1cccc(C(=O)Nc2c3c(nn2-c2ccc(Cl)cc2)CS(=O)(=O)C3)c1OC	0	-1	-1	0.1	-0.5	0.0
9	CCS(=O)(=O)Nc1cccc(-c2nc3cccnc3s2)c1	-19	-6	-1	2.5	0.8	8.8
10	COc1ccc(OC)c(NC(=O)Nc2c(O)ccc3ccccc23)c1	-20	-12	4	1.2	-0.1	1.0
11	CCn1c2ccc(F)cc2c2nnc(SCCN3CCCCC3)nc21	7	-1	-2	-1.5	0.3	1.2
12	N#CC1=C(N)Oc2cc(N)ccc2C1C1CCCCC1 (stereo not given)	i	-141	-4	0.1	-0.2	1.4

No.	GC-A act	hcDAF-12 act	ssDAF-12 act	DAX1 inh-2	FXN GAA850 act
1	2	0.7	-1.4	1.3	-1.1
2	3	-2.0	-1.4	-0.8	-2.7
3	·	1.4	-0.8	0.4	0.4
4	2	-1.5	-1.0	0.7	-0.7
5	7	-0.2	-1.9	0.6	1.5
6	2	-0.3	-1.4	0.9	2.8
7	-1	-0.2	-0.9	0.8	2.0
8	-6	1.1	-0.8	-0.6	1.5
9	-1	0.9	-0.5	-1.5	0.4
10	-5	2.0	-0.3	0.2	-1.2
11	8	5.5	-0.2	0.3	4.2
12	9	-0.6	-0.7	-1.4	-2.2

# Whole records, quoted from the list. Screens in order: ADAM10 inh	ADAM17 inh	SMARCA2 activ	PG9 Ab binder	DAX1 inh-1	hgDAF-12 ag	GC-A act	hcDAF-12 act	ssDAF-12 act	DAX1 inh-2	FXN GAA850 act
# CCCCC(=O)Nc1cc(C)c2c(=O)oc3ccccc3c2n1 reads -7	-3	0	-1.8	-0.1	3.7	·	1.4	-0.8	0.4	0.4
# CC1(C)CC(=O)C(C=NC(CCC(N)=O)C(=O)O)=C(O)C1 (stereo not given) reads 8	-3	-2	-0.9	-0.1	-0.7	2	-1.5	-1.0	0.7	-0.7
# COc1ccc(OC)c(NC(=O)Nc2c(O)ccc3ccccc23)c1 reads -20	-12	4	1.2	-0.1	1.0	-5	2.0	-0.3	0.2	-1.2

# (listing goes on)
No.	mol	ADAM10 inh	ADAM17 inh	SMARCA2 activ	PG9 Ab binder	DAX1 inh-1	hgDAF-12 ag
13	CCOC(=O)C(C)n1nc(-c2ccccc2)c2ccccc2c1=O (stereo not given)	-2	-1	0	-2.3	-0.3	-1.6
14	O=C(Nc1ccc(-c2nc3ccccc3o2)c(O)c1)c1cc(-n2cnnc2)ccc1Cl	-439	-164	-7	1.9	-2.9	-5.7
15	Cc1cc(C)cc(NC(=O)c2ccc(NC(=O)c3ccco3)cc2)c1	6	-5	-3	0.9	-2.5	-5.1
16	O=c1c2c3nc4ccccc4nc3n(/N=C/c3ccccn3)c2ncn1-c1ccccc1	-12	-6	-2	-1.3	0.3	-0.7
17	CCOc1ccc(CCNC(=O)COC(=O)c2nc3nc(C)cc(C)n3n2)cc1OCC	0	-4	1	-1.0	-1.9	1.2
18	CC(C)(C#N)C(C)(C)c1nn[nH]n1	-5	-3	-2	-0.3	0.1	-0.5
19	CCCC(c1nnnn1C(C)(C)C)N1CCN(c2ccccc2)CC1 (stereo not given)	-3	2	-3	-1.1	-1.1	-0.7
20	CCOc1ccc(CCNC(=O)CS(=O)Cc2nc(-c3ccc(C)cc3)oc2C)cc1 (stereo not given)	5	-1	0	0.7	-0.8	1.6
21	Cc1cc(C)c2c(CN3CCN(Cc4ccccc4)CC3)cc(=O)oc2c1	1	2	2	-2.2	-0.5	1.3
22	O=S(=O)(c1ccc(NC(=S)NC2CC2)cc1)N1CCOCC1	-5	-4	-1	-0.8	-0.1	-1.3
23	O=C(Cn1c(=O)n(Cc2ccco2)c(=O)c2cc(Cl)ccc21)NCC1CCCO1 (stereo not given)	-3	-5	0	1.0	0.5	-0.8

No.	GC-A act	hcDAF-12 act	ssDAF-12 act	DAX1 inh-2	FXN GAA850 act
13	-1	-3.9	-2.2	0.8	0.6
14	3	-4.6	-2.3	-1.5	-4.1
15	-1	-4.6	-1.8	-0.7	1.6
16	2	-0.8	-1.4	0.5	0.8
17	0	0.3	-1.3	-0.1	-3.5
18	1	-1.1	0.0	1.5	1.6
19	0	0.0	-0.9	-0.1	2.7
20	2	-1.1	-1.0	-1.2	-0.9
21	0	-0.8	-0.9	-1.0	0.1
22	-1	-0.1	-0.9	-1.1	0.6
23	-2	-1.1	-0.8	-0.5	1.0
